SMARCA2 activ: increases SMARCA2 function in MMTV reporter cells; MG213 cells, MMTV-luciferase reporter, dexamethasone, overnight; activation, % at 9.1 µM; 370,000 tested, 1% active; AID 652017; in the data active means activation above about 7.8%;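 further: 0% = vehicle wells and 100% = reference activator wells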
hgDAF12 agonist: activates the H. glycines DAF-12 receptor ligand-binding domain. activation, % at 6.8 µM. 370,000 tested, 1.8% active. AID 687014. HEK293 GAL4-hgDAF12 UAS-luciferase reporter, agonist luminescence; normalized to butyrate control;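 active means activation above a cutoff set at the mean of all screened compounds plus 3 SD, cut at about 10% in these data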;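 further: 0% = DMSO wells and 100% = sodium butyrate wells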
DAX1 inh-1: inhibits human nuclear receptor DAX1; P51843; HEK293 Gal4-DAX1 luciferase reporter, luminescence; inhibition, % at 6.75 µM; 340,000 tested, 0.99% active; AID 504766;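 active means inhibition above the mean over all tested compounds plus 3 SD, cut at about 4.2% in these data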;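 further: 0% = DAX1-transfected cells with DMSO and 100% = empty-vector control cells with DMSO; inhibition shows as a rise in luminescence from relieved DAX1 repression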
ssDAF-12 act: activates DAF-12 receptor from parasite S. stercoralis | HEK293 ssDAF-12/GRIP1 lit1-tk-luc reporter, luminescence; % of 3 µM dafachronic acid response | 370,000 tested, 1% active | activation, % at 6.8 µM | AID 652126;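 active means activation above the mean over all tested compounds plus 3 SD, cut at about 0.9% in these data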;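 further: 0% = DMSO-only wells and 100% = 3 µM delta7-dafachronic acid wells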
hcDAF12 agonist: activates DAF-12 receptor from parasite H. contortus. 370,000 tested, 1.4% active. AID 652067. HEK293 hcDAF-12 lit1-tk-luc reporter, luminescence; 0% DMSO, 100% Δ7-dafachronic acid. activation, % at 6.8 µM;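 active means activation above the mean of all tested compounds plus 3 SD, cut at about 5.5% in these data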;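 further: 100% = response to 3 µM Δ7-dafachronic acid high control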
sPLA2-III inh: Blocks human group III sPLA2 activity. inhibition, % at 12.2 µM. QFRET BODIPY PC-A2 liposome hydrolysis, fluorescence. 370,000 tested, 0.56% active. AID 743126;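 active means inhibition above mean plus 3 SD of compounds lying within the high and low control bounds, cut at about 19% in these data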;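 further: 0% = median of test compound wells and 100% = no enzyme DMSO wells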
proKLK7 act: activators of human kallikrein-7 zymogen; 370,000 tested, 0.9% active; P49862; activation, % at 7 µM; purified proKLK7, EDANS-DABCYL substrate fluorescence; 100% is mature enzyme control, 0% vehicle;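 active means activation above the mean of all tested compounds plus 3 SD, computed per campaign excluding outliers beyond control limits, cut at about 13% in these data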
GC-B act: GC-B (human) receptor activation; 370,000 tested, 0.11% active; HEK293-GC-B cells, CNP EC30, cGMP TR-FRET; 0% at EC30 CNP, 100% saturating CNP; activation, % at 10 µM; P20594;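 active means activation at 10 µM reaching about 35% in either raw or pattern-adjusted values, limit read from the data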
NPR1 activator: GC-A (human) enzyme activation; activation, % at 10 µM; AID 1671463; P16066; 370,000 tested, 0.14% active; HEK293 GC-A cells, cGMP TR-FRET, EC30 ANP; 0% at EC30 ANP, 100% saturating ANP; in the data active means activation above about 40%
Target sequence (P16066 whole entry, looked up): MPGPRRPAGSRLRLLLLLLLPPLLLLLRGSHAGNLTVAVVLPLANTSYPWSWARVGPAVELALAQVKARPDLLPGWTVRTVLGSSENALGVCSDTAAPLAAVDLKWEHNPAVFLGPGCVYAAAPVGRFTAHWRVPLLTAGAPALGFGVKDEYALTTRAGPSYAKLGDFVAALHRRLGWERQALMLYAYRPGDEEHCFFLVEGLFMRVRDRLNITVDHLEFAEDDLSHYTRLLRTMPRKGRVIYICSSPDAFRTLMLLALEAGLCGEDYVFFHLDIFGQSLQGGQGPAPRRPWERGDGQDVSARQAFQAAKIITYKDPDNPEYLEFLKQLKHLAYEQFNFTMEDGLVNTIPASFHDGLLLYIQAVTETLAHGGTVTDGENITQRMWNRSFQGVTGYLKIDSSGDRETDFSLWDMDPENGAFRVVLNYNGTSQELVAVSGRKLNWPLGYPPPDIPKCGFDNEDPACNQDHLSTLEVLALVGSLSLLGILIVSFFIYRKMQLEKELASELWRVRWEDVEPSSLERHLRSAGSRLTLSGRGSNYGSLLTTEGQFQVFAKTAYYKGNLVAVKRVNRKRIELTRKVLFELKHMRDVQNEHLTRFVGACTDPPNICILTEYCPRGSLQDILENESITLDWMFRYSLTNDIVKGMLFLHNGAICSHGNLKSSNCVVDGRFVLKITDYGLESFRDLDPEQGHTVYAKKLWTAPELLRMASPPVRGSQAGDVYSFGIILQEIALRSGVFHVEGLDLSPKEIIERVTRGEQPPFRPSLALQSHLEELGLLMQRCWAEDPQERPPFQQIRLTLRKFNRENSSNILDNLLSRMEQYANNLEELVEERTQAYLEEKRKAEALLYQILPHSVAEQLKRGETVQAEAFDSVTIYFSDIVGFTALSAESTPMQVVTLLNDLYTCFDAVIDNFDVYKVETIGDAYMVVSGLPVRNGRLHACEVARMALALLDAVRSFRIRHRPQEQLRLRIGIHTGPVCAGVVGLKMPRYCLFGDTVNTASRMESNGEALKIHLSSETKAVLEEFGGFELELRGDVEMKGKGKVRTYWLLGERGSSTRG
DAX1 inh-2: DAX1 (NR0B1) inhibition, primary screen; HEK293T StAR-luciferase reporter, SF-1/DAX-1 repression relief; inhibition, % at 6.8 µM; 370,000 tested, 1.1% active; AID 652010;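 active means inhibition above the mean over all tested compounds plus 3 SD, cut at about 3.6% in these data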;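 further: 0% = DAX-1 cells with DMSO and 100% = cells lacking DAX-1 with DMSO; higher inhibition means more luminescence from relief of DAX-1 repression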
FXN GAA850 act: frataxin GAA850 promoter activation; 360,000 tested, 0.56% active; HEK293 lucGAA850 FXN promoter luciferase reporter, 24 h; percent of 10 µM SAHA response; AID 540364; activation, % at 6 µM;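 active means activation above the average of all compounds screened plus 3 SD, cutoff fixed separately per campaign, cut at about 7.5% in these data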;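 further: 0% = DMSO wells and 100% = 10 µM SAHA wells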
* marks the source's active call; other numbers are inactive results; / = no result given.

SMILES	SMARCA2 activ	hgDAF12 agonist	DAX1 inh-1	ssDAF-12 act	hcDAF12 agonist	sPLA2-III inh	proKLK7 act	GC-B act	NPR1 activator	DAX1 inh-2	FXN GAA850 act
O=C(Nc1cccc2ncccc12)c1ccc2c(c1)OCCO2	1.1	-0.7	-1.4	-1.2	-1.6	9.2	0.0	-2.4	-1.2	0.5	-0.3
NC(=O)NC(=O)COC(=O)c1cccnc1Nc1ccccc1F	-3.3	0.2	0.0	-1.6	-1.8	10.3	0.2	-5.3	1.8	0.7	0.9
CCCNC(=O)Nc1cc(OCC)c(N2CCOCC2)cc1OCC	-3.6	-3.0	1.3	-1.7	0.1	0.9	-0.1	3.0	0.9	-0.1	-0.1
Cc1onc(-c2ccccc2)c1C(=O)c1ccccc1	0.4	-0.2	-1.3	-1.2	-1.2	-6.1	0.1	-2.8	4.2	-0.1	1.1
Cc1ccc(S(=O)(=O)NCC(=O)NCC(=O)OCC(=O)N2CC(=O)Nc3ccccc32)cc1C	3.5	2.2	2.6	-1.3	0.9	-0.1	0.6	4.2	2.9	-0.3	-1.4
Cc1ccc(CN2CCC(n3nccc3NC(=O)CCOc3ccccc3)CC2)o1	-1.1	-0.8	-0.1	-0.4	0.0	9.1	-0.3	0.0	2.0	0.6	0.3
CC1(C)CC(=O)c2sc(N)nc2C1	0.3	0.1	0.5	-1.3	0.0	0.2	0.0	-3.8	-3.0	-0.4	-2.8
COc1ccccc1-c1csc(NC(=O)c2cc(-c3cccs3)nc3ccccc23)n1	0.1	-0.8	-1.2	-0.4	0.3	4.5	-3.2	3.5	-1.4	-0.5	1.8
Cc1cc(N2CCN(C(=O)OC(C)(C)C)C[C@@H]2C)ccc1N1C[C@@H](C)O[C@@H](C)C1	0.6	2.0	/	-0.9	-0.1	11.3	0.6	10.1	-1.6	-2.1	/
COc1ccc(N=Cc2c(C)[nH][nH]c2=O)cc1	0.6	-0.9	-0.4	-1.4	0.4	9.7	0.0	-6.5	-2.9	-0.3	0.7
CCCS(=O)(=O)NC(=O)C1(C)CCCN(C(=O)C(C)(C)Oc2ccc(Cl)cc2)C1 (stereo unspecified)	-4.5	3.8	/	-0.4	-0.8	-11.2	-0.1	2.1	-1.1	-0.5	0.9
O=C(OC1C2CCC1C1CN(CCc3ccccc3)CC12)c1ccccc1 (stereo unspecified)	0.2	1.6	-0.1	-1.4	0.0	-33.2	-0.4	-9.6	-26.6	-0.7	-2.5
CCN1CCN(S(=O)(=O)c2ccc(Cl)c(C(=O)N(CC(C)C)C3CCS(=O)(=O)C3)c2)CC1 (stereo unspecified)	-2.0	-0.4	-0.6	-0.8	-0.2	7.0	-0.1	-0.1	2.4	-0.7	-1.9
COc1c(C)cc(C(O)c2ncc(-c3cccc(F)c3)[nH]2)cc1C (stereo unspecified)	-0.6	2.7	/	-1.2	-0.2	4.0	0.3	-6.6	-0.3	-0.4	1.9
O=C1O[C@H]([C@@H](O)CO)C(O)=C1O	-4.0	-2.5	0.1	-1.2	-0.5	2.8	0.4	3.4	7.2	0.3	-2.0
CCOC(=O)C1CCN(S(=O)(=O)c2nc3nc(C)cc(C)n3n2)CC1	-3.6	-0.3	1.9	-1.3	-0.6	3.6	0.0	-1.1	4.0	0.0	-1.0
CCn1c(CNC(=O)c2cccs2)nnc1SCC(=O)Nc1cc(Cl)ccc1C	-0.5	-1.7	-1.0	-0.7	-1.0	-6.9	0.3	-3.9	4.1	-0.2	1.4
Cc1c(Cl)cccc1NC(=O)CCCn1nc([N+](=O)[O-])cc1C	-0.6	-0.6	0.4	-2.1	-0.8	-3.0	0.1	-1.9	-0.6	0.3	-0.9
Cn1c(=O)c2c(-c3ccccc3)n(-c3cccc(Br)c3)cc2n(C)c1=O	-3.1	-1.6	/	-0.1	-1.6	-9.9	-0.3	-5.9	-5.1	1.1	/
Brc1ccc(/C=N/Nc2ccc3ccccc3n2)cc1	7.1	6.7	2.1	0.0	4.9	16.1	-0.7	-2.9	1.8	2.1	7.8*
CC1=C(C(=O)OC(C)C)C(c2coc3ccccc3c2=O)C2=C(CCCC2=O)N1 (stereo unspecified)	0.4	-1.7	0.0	-0.5	1.5	-0.7	0.5	-12.1	-14.2	0.6	0.9
CCCn1c(C(Cc2ccccc2)NC(=O)COC)nc2ccccc21 (stereo unspecified)	2.8	-1.3	0.3	-0.7	1.0	-2.2	0.3	-7.1	-10.1	0.3	-1.0
CCOC(=O)C1CCN(Cc2nnc(-c3cccc(Br)c3)o2)CC1	-1.1	-2.2	0.9	-1.2	-1.6	-4.1	0.5	2.5	-2.5	-0.4	0.1
O=C(Nc1ccc2c(c1)OCCO2)C1CC(c2ccccc2Cl)=NO1 (stereo unspecified)	-0.8	6.3	0.5	-0.6	0.7	-0.4	0.5	0.4	1.8	1.1	2.6
CC(=O)c1cccc(OCc2cc(C(=O)N(C)Cc3cnccn3)no2)c1	3.5	7.3	0.3	0.0	1.0	1.2	0.3	0.7	-2.0	2.5	3.9
C[N+]1(CC(O)c2ccccc2)CCCCCC1 (stereo unspecified)	-0.6	1.7	0.8	-0.7	-1.0	-0.4	0.2	-3.8	2.5	-0.1	0.1
O=C(Nc1ccc(F)cc1)c1cc(S(=O)(=O)N2CCOCC2)cs1	-2.4	-0.1	-0.7	-1.1	1.2	-4.3	0.2	-0.9	-3.2	-2.9	0.9
CSc1nc2ncnc(N)c2[nH]1	-1.3	0.1	/	-0.1	-0.6	-1.2	-0.1	4.3	-2.5	-0.3	1.5
C=CCn1c(COc2cc(C)ccc2C(C)C)nnc1SCC(=O)c1c(N)n(C)c(=O)n(C)c1=O	-0.4	0.1	-0.8	-1.5	-0.3	-5.2	0.1	1.1	-1.6	-0.1	1.5
CCN(CC)C(=O)c1ccccc1NC(=O)CN1C(=O)c2ccccc2C1=O	4.6	-0.1	-0.1	-1.5	1.4	-0.3	-0.2	3.0	2.3	-0.1	0.6
CCOc1cc(/C=N/N=C(/N)c2nonc2N)cc(Br)c1OCc1ccc(Cl)cc1	-7.4	3.0	0.7	-1.1	-0.6	-10.3	0.8	-4.6	-3.2	-0.6	0.1
O=S(=O)(NC1CC1)c1ccc(S(=O)(=O)N(Cc2ccccn2)C2CC2)cc1	-2.5	-2.7	2.8	-1.3	-2.0	1.6	0.3	-0.8	2.7	-0.2	1.1
O=C(N/N=C/c1cccs1)c1cccc2cc[nH]c12	7.3	2.2	0.5	-0.4	1.1	-0.8	-0.1	-0.5	3.1	1.0	3.9
COCCNC(=O)C(c1cccs1)N(C(=O)Cn1nnc2ccccc21)c1cccc(C)c1 (stereo unspecified)	-1.9	-0.4	-0.1	-1.1	-1.7	-8.2	-0.3	-3.4	-7.6	0.2	-2.1
COc1ccc(Cc2nnc(Nc3c(C)cccc3C)o2)cc1OC	2.4	-0.6	1.8	-1.6	-1.1	6.2	0.4	-1.9	3.7	0.2	1.1
CCCCCC(=O)NNC(=O)Nc1ccccc1	0.0	-1.4	-0.1	-0.7	-1.4	8.6	-0.2	0.4	2.3	-0.4	1.6

The closing 2 records of the section before come first, to join the parts.
SMILES	SMARCA2 activ	hgDAF12 agonist	DAX1 inh-1	ssDAF-12 act	hcDAF12 agonist	sPLA2-III inh	proKLK7 act	GC-B act	NPR1 activator	DAX1 inh-2	FXN GAA850 act
COc1ccc(Cc2nnc(Nc3c(C)cccc3C)o2)cc1OC	2.4	-0.6	1.8	-1.6	-1.1	6.2	0.4	-1.9	3.7	0.2	1.1
CCCCCC(=O)NNC(=O)Nc1ccccc1	0.0	-1.4	-0.1	-0.7	-1.4	8.6	-0.2	0.4	2.3	-0.4	1.6
COc1ccc2nc(NNC(=O)COc3ccccc3)sc2c1	2.9	0.9	0.9	-0.2	5.2	11.3	0.5	0.9	2.0	1.4	1.4
CC(NC(=O)CSc1n[nH]c(=O)n1C1CC1)C12CC3CC(CC(C3)C1)C2 (stereo unspecified)	-2.3	-0.3	-1.2	-0.9	-2.9	-4.3	-0.2	0.6	-0.5	-0.4	1.5
Cn1c(-c2ccccc2F)cc2onc(-c3ccccc3)c2c1=O	7.0	12.3*	5.5*	-0.1	4.3	4.5	0.1	-1.1	-1.7	5.0*	1.6
CCCCN1C(=O)C(O)(CC(=O)c2ccco2)c2cc(Br)ccc21 (stereo unspecified)	-1.3	-3.1	0.3	-1.1	0.1	14.0	-0.4	-16.6	-13.8	-1.1	2.0
CCC1Sc2ccccc2N(CC(=O)NC2CC2)C1=O (stereo unspecified)	2.8	0.0	1.1	-1.1	0.2	-1.1	0.0	-3.5	1.4	0.8	0.5
CC(c1ccccc1)N1C(=O)c2ccccc2C1O (stereo unspecified)	1.0	1.5	-0.2	-0.5	0.5	3.6	-0.1	-4.9	2.6	-0.5	1.1
Cc1ccnc(NC(=O)CN2C(=O)c3ccccc3C2=O)c1	-2.7	3.6	-0.5	-1.5	0.2	0.0	-0.7	4.0	1.8	0.6	-0.6
CCOC(=O)c1ccccc1NC(=O)COC(=O)C1=COCCO1	0.6	0.4	0.5	-1.4	0.2	-3.8	-0.4	-1.6	7.2	0.7	2.2
Nc1c(C(=O)N2CCOCC2)sc2nc(N3CCOCC3)c3c(c12)CCCC3	-7.7	-2.5	-1.4	-2.4	-2.5	16.2	-2.0	17.1	26.5	0.0	1.0
COc1cccc(Nc2cc(C)c3ccccc3n2)c1	3.7	7.6	-0.6	-0.8	3.5	-3.4	1.4	-9.8	-1.7	-0.1	1.5
CC(C)c1cc(=O)n2[nH]c(N)nc2n1	-0.9	-0.3	0.0	-1.2	-1.9	-0.8	-0.1	-0.8	4.1	-0.3	0.9
C=CC[n+]1c(-c2ccc(Cl)cc2Cl)csc1Nc1ccc(NC(C)=O)cc1	-11.1	-15.5	-4.4	-2.7	-5.4	-7.1	-0.1	-9.9	-15.8	-2.1	-5.8
COc1ccc(CNC(=O)CS(=O)(=O)Cc2nc(-c3cccc(OC)c3)oc2C)cc1	-0.6	-2.2	-0.7	-1.0	-1.6	-4.1	0.4	-8.6	-2.6	-0.7	1.9
Cc1c(CNC2CCCC2)c(C(=O)O)c(C)n1Cc1ccccc1	-2.0	-1.4	1.3	-0.9	4.0	8.8	-0.1	-3.2	-2.6	0.7	3.6
CC(=O)c1ccc(N2Cc3ccccc3/C2=N\C(=O)Nc2ccc(Cl)cc2)cc1	4.2	12.2*	1.9	0.6	1.9	-2.7	1.5	1.1	1.5	1.4	5.9
CN(CC(=O)Nc1ccccc1Cl)C(=O)COC(=O)c1ccc([N+](=O)[O-])cc1Cl	-0.6	-2.5	0.9	-1.3	-0.9	3.0	0.4	1.1	-0.7	0.0	-1.3
CCOC(=O)c1sc(NC(=O)CCN2CCN(CC)CC2)c(C(=O)OCC)c1C	4.4	1.2	-0.8	-1.7	-2.8	-15.9	-0.1	-14.1	2.9	-0.9	1.1
Cn1cccc1/C=C1/SC(=S)N(CC(=O)O)C1=O	-1.9	0.1	1.4	-1.3	-0.8	-4.7	0.3	2.4	-3.5	-0.7	1.6

From PubChem
